# Screening data: PubChem BioAssay, National Center for Advancing Translational Sciences (NCATS)
# LmPK inhibitor – qHTS Assay for Inhibitors of Leishmania Mexicana Pyruvate Kinase (LmPK); 290,000 tested, 0.37% active; AID 1721, 2009; purified LmPK, Kinase-Glo ATP luminescence, 1 h; Potency, µM (series often up to 57.5 µM), without a hit: at the highest dose activity change, negative = inhibition, hits mostly inhibitors; Q27686; note: potency is the fitted concentration of half-maximal effect
# Target sequence (Q27686 whole entry, looked up): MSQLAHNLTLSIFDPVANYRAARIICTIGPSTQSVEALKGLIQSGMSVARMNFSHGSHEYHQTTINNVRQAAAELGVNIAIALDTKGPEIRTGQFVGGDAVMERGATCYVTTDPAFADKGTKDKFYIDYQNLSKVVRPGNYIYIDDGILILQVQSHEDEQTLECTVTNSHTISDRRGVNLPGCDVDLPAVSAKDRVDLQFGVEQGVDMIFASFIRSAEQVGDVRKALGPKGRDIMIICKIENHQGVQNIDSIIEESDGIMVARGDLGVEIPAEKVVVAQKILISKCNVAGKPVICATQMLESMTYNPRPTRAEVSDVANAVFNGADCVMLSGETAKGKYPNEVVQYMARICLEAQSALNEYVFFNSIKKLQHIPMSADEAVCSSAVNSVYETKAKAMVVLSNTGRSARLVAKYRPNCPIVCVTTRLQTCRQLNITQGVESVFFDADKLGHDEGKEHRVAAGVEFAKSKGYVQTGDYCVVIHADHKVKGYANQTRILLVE
#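 qHTS format; LmPK 0.1 nM; substrates PEP 0.5 mM and ADP 0.1 mM. One-hour room-temperature incubation, then coupled luciferase luminescence; 0.5 nM enzyme wells mark activation.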
# AmpC inh detg – qHTS Inhibitors of AmpC Beta-Lactamase (assay with detergent); AID 485294, 2010; AmpC hydrolysis of nitrocefin, absorbance 480 nm, 0.01% Triton; Potency, µM (highest dose often 114 µM), for inactives: top-dose activity change, negative = inhibition, usual class: inhibitors; 370,000 tested, 0.041% active; P00811;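 note: potency is the fitted concentration of half-maximal effect; 0% = no-compound wells and -100% = no-enzyme wells; nearly all actives have a fitted effect of over 25% in size; some results filed as inactive show a strong effect at the top dose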
# Target sequence (P00811 whole entry, looked up): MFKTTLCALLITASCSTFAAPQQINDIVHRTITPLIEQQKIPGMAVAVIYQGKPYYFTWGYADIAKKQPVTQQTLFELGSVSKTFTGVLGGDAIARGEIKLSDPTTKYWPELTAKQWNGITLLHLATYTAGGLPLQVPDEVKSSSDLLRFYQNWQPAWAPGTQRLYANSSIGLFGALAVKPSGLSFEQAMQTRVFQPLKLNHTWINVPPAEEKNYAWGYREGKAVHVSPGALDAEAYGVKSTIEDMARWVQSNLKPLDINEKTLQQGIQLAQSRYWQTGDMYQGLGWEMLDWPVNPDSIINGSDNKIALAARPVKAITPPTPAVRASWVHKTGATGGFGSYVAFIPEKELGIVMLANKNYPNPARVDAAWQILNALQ
#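 20 mM phosphate pH 7.0 + 0.01% (detergent screen) or 0.0001% Triton X-100; 5.3 nM AmpC reagent; cpd preinc 15 min RT; nitrocefin (800 uM stock) to start; A480 q20 s × 4 min; Activity was normalised to no-enzyme and no-compound control wells.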
# HCMV antiviral – qHTS Assay for inhibitors of the human cytomegalovirus (HCMV); HFF cells, HCMV-luciferase reporter, 72 h; active compounds read low; activity change, negative = inhibition, % at 57.5 µM; 410,000 tested, 4.5% active; AID 1259415, 2018; in the data active = activity change below about -60%; inconclusive = no clear call, values can overlap the other calls; inactive = above about -39%
#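 Inhibition of viral replication was scored as loss of reporter luminescence in HFFs infected with HCMV-luciferase (MOI 1 PFU/cell) for 72 h; compounds tested at 2 doses, normalized to buffer and Salinomycin controls.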
# Sm TGR block – qHTS Assay for the Inhibitors of Schistosoma Mansoni Peroxiredoxins. Potency, µM (highest dose often 114 µM), for the others: at the top dose activity change, negative = inhibition, usual class: inhibitors. 360,000 tested, 3% active. purified TGR, DTNB reduction, TNB absorbance 405 nm. Schistosoma mansoni thioredoxin glutathione reductase (TGR), Q962Y6; note: potency is the fitted concentration of half-maximal effect; nearly all actives have a fitted effect of over 60% in size
#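 TGR 20 nM + NADPH 100 uM (dispensed conc.), cpd preinc 15 min RT; start with NADPH (500 uM addition) then DTNB (15 mM addition). Kinetic TNB absorbance, 405 nm filter. Four-parameter Hill fit across titration.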
# AmpC inh no detg – qHTS Inhibitors of AmpC Beta-Lactamase (assay without detergent); P00811; AmpC nitrocefin hydrolysis, absorbance 480 nm, 0.0001% Triton; Potency, µM (doses to about 57.1 µM), inactives show at the highest dose activity change, negative = inhibition, actives largely listed as inhibitors; 330,000 tested, 0.52% active; AID 485341, 2010;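 note: potency is the fitted concentration of half-maximal effect; plate controls were no compound for no effect and no enzyme for full effect; nearly all actives have a fitted effect of over 20% in size; some results filed as inactive show a strong effect at the top dose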
#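 AmpC (5.3 nM in the dispensed reagent) in 20 mM phosphate pH 7.0 with 0.01% (detergent screen) or 0.0001% Triton X-100 was preincubated with compounds for 15 min at room temperature. Nitrocefin was then added from an 800 uM solution, and hydrolysis was followed at 480 nm.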
# AMA1 RON2 block – qHTS for Inhibitors of AMA1-RON; Towards Development of Antimalarial Drug Lead: Primary Screen. Potency, µM (highest dose often 58.2 µM), without a hit: top-dose activity change, negative = inhibition, hits mostly inhibitors. 360,000 tested, 0.2% active. AlphaScreen AMA1-biotinylated RON2 peptide binding. Plasmodium falciparum AMA1 (3D7) - RON2 peptide interaction;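 note: potency is the fitted concentration of half-maximal effect; 0% = vehicle wells and -100% = peptide control; nearly all actives have a fitted effect of over 45% in size; some results filed as inactive show a strong effect at the top dose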
#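 AMA1 (3D7) with his tag at 25 nM final met compounds first, then biotinylated RON2 peptide at 25 nM; detection used donor plus acceptor beads, 10 µg/mL apiece, read by AlphaScreen after 30 min at room temperature.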
# Tb PYK inh – qHTS of Trypanosoma Brucei Inhibitors; pyruvate kinase (Trypanosoma brucei), Q57TT1; Potency, µM (series often up to 76.8 µM), for the others: at the top dose activity, negative = inhibition, hits mostly inhibitors; 410,000 tested, 0.12% active; AID 624173, 2012; TbPYK enzyme, Kinase-Glo Plus ATP luminescence, 45 min; note: potency is the fitted concentration of half-maximal effect; nearly all actives have a fitted effect of over 50% in size
#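 TbPYK + substrate in 50 mM TEA pH 7.2, 100 mM KCl, 10 mM MgCl2, 0.05% BSA, 0.01% Tween-20; cpd pinned; ADP 130 uM final; 45 min RT; Kinase-Glo Plus 10 min; luminescence endpoint.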
# * = called active by the depositor; u = inconclusive; x = not tested or not shown; [ ] = dose if it differs, or a comment. Unless noted, calls come from the whole dose curve; as a rule, active = well fitted curve in the direction sought with a large enough effect; inconclusive = small, poorly fitted or top-dose-only effect, or another doubt; inactive = no such curve, though single readings can be large; an effect the other way counts as inactive or inconclusive. Unless noted, % is set by controls: 0 for no effect and ±100 for the full control effect.
SMILES,LmPK inhibitor,AmpC inh detg,HCMV antiviral,Sm TGR block,AmpC inh no detg,AMA1 RON2 block,Tb PYK inh
Cc1ccc(CN(Cc2ccccn2)C(=O)Nc2c(F)cccc2F)cc1,-2%,u,u,26%,-1%,44%[activator],-2%
CCN(CC)S(=O)(=O)c1ccc(C)c(NC(=O)c2cc(C)oc2C)c1,0%,-10%,-11,-21%,2%,12%,2%
O=C(c1ccccc1F)N1CCN(Cc2nc3sc4c(c3c(=O)[nH]2)CCCC4)CC1,-2%,-8%,u,-3%,102%[activator],29%,-4%
CCOC(=O)c1c(C)[nH]c(C)c1C(=O)COC(=O)c1c(OC)cccc1OC,1%,1%,69,6%,12%,3%,-4%
CC1CCN(S(=O)(=O)c2ccc(C(=O)N3CCN(c4ccccc4F)CC3)cc2)CC1,0%,10%,u,0%,-17%,-3%,-2%
COc1cc(NC(=O)CN2C(=O)c3ccccc3C2=O)c(C(=O)O)cc1OC,-2%,u,-1,0%,-12%,2%,-5%
Nc1cc2c(cc1[N+](=O)[O-])-c1ccccc1C2=NO,x,x,-68*,x,x,-15%,0%
Cc1ccc(Cn2c(=O)n(Cc3ccccc3)c(=O)c3c(C)c(C)sc32)cc1,x,20%,-4,1%,x,x,6%
O=c1cc(COc2ccc(Cl)c(Cl)c2)nc2sccn12,2%,5%,0,8%,-11%,-14%,0%
c1ccc(N=P(c2nc3ccccc3o2)(N2CCOCC2)N2CCOCC2)cc1,-10%,-3%,7,-1%,-19%,32%[activator],4%
Cc1ccc(N(C)C(=O)N2CCN(c3ccccn3)CC2)cc1,2%,u,2,-1%,10µM*,-2%,-2%
Oc1c(Br)cc(Cl)cc1C=Nc1ccc(N2CCOCC2)cc1,-10%,1%,-14,6%,-12%,13%,-5%
COc1ccc(NC(=O)CSc2nc3nc(C)cc(C)c3c(=O)[nH]2)cc1OC,x,x,0,x,-17%,-2%,-5%
COc1ccc(OCCCC(=O)OC(C)C(=O)Nc2ccc(C)cc2)cc1 (stereo unspecified),x,u,-19,0%,-9%,-7%,-2%
O=C(COc1ccccc1)Nc1ccc2nc(SCC(=O)N3CCOCC3)sc2c1,x,1%,-20,-11%,x,x,-9%
COc1ccc(-c2cc(C(=O)NCCN3CCOCC3)c3ccccc3n2)cc1OC,0%,-4%,29,-15%,69%[activator],14%,5%
O=C(CSc1nc2scc(-c3ccccc3)c2c(=O)[nH]1)NCCc1ccccc1,-3%,0%,-15,6%,-20%,0%,-1%
N#Cc1ccccc1CSc1nc2ccsc2c(=O)n1Cc1ccccn1,2%,u,53,-6%,-9%,-10%,3%
COc1ccc(NC(=O)C2CCCN(S(=O)(=O)c3ccc(C)cc3)C2)cc1OC (stereo unspecified),5%,-7%,25,-4%,1%,-22%,6%
O=C(O)c1ccc(/C=N/NC(=O)c2ccc(NS(=O)(=O)c3cccs3)cc2)cc1,0%,-2%,-2,-1%,u,9%,-9%
CC(C)C(=O)NCCc1nc2ccccc2n1CCOc1ccccc1,2%,-11%,-24,-4%,47%,2%[11.6 µM],-6%
CC(C)C(NC(=O)OCc1ccccc1)C(=O)O (stereo unspecified),-1%,2%,23,-34%,-15%,18%,1%
COc1ccccc1/C=C1\NC(=S)N(CC2CCCO2)C1=O (stereo unspecified),5%,12%,-25,-1%,-18%,31%[activator],-19%
CCCN(CCC)CCNC(=S)Nc1ccc2nc3n(c(=O)c2c1)CCCCC3,0%,2%,u,3%,-24%,5%,1%
O=C(CCC(=O)c1ccc(Br)cc1)Nc1cccnc1,-1%,2%,-39,x,-21%,-1%,-12%
Cc1cc(S(=O)(=O)NCCc2csc(-c3cccc(F)c3)n2)ccc1F,x,-6%,-3,-2%,x,x,-6%
CN(C(=O)c1ccc(NC(=O)Cc2cccc(NC(=O)C3CCCN(C(=O)C4CCC4)C3)c2)cc1)C1CCCC1 (stereo unspecified),x,13%,-29,-1%,122%[activator],23%,2%
COc1ccc(CN2CCN(C(=O)c3ccccc3F)CC2)c(OC)c1OC,x,x,24,x,x,u,8%
Cn1ccc2c(-c3cccc(C=O)c3F)cc3c(c21)C1CCC3C1 (stereo unspecified),x,x,u,x,x,-15%,-4%
O=C(O)c1ccc(CS(=O)c2cccc(C(F)(F)F)c2)o1 (stereo unspecified),6%,-2%,12,7%,-26%,2%,-17%
Cc1ccc(S(=O)(=O)/N=C(\c2ccccc2)N(C)S(=O)(=O)c2ccccc2)cc1,0%,-5%,u,-8%,-17%,-10%,-10%
Cc1cc(S(=O)(=O)C(CNC(=O)c2ccc(OC(C)C)cc2)c2cccs2)ccc1F (stereo unspecified),x,-1%,3,-11%,x,x,4%
CN(C)C(=O)CCc1ccc2c3c([nH]c2c1)[C@]1(CCc2ccccc2)[C@@H](C(=O)N2CCCCC2)C[C@H](CC(=O)NCCC2=CCCCC2)C(=O)N1CC3,x,x,25,x,-4%,16%,4%
CCN(C[C@H]1N[C@@](C)(C(=O)OC)[C@H]2C(=O)N(Cc3ccccc3)C(=O)[C@@H]12)C(=O)Nc1ccc(F)cc1,x,x,-10,x,108%[activator],0%,-2%
COc1ccc(C(CC(=O)N2CCC3(CC2)OCCO3)NS(=O)(=O)c2ccc(OC)cc2)cc1 (stereo unspecified),-12%,-1%,19,2%,11%,-3%,3%
COc1ccccc1-n1cnc2cc(NCc3ccccn3)ccc21,-4%,-17%,-34,-39%,-3%,-24%,-10%
Cc1ccccc1Cn1c(=O)n(CCCC(=O)NCc2ccco2)c(=O)c2sccc21,7%,6%,u,-2%,19%,9%,-2%
Cc1ccc([N+](=O)[O-])cc1NC(=O)CN(C(=O)c1ccccc1Cl)C1CCCCC1,1%,-12%,-9,-8%,-7%,-2%,-2%
CCOC(=O)c1ccc(N2C(=O)c3n[nH]c(-c4ccco4)c3C2c2ccc(C)cc2)cc1 (stereo unspecified),x,-2%,-103*,-3%,x,x,-4%
CN(C)c1ccc(N=Nc2ccccc2C(=O)OCC(=O)N2CCCC2)cc1,-8%,-1%,-12,-19%,125%[activator],u,-6%
O=c1cc(-c2ccc(C3CCCCC3)cc2)[nH][nH]1,4%,-6%,-35,4%,14µM*,43%[activator],-1%
CC(C)CNC(=O)C1(C)CCCN1C(=O)c1cc2ccccc2s1 (stereo unspecified),x,x,-19,x,x,0%,-4%
COc1cccc(C2C(C(=O)Nc3ccccc3)=C(C)Nc3nnnn32)c1OC (stereo unspecified),x,10%,-100*,1%,x,x,0%
COc1c(C)cc(C(=O)C2CCCN(C(=O)c3cc4nc(C)cc(C)n4n3)C2)cc1C (stereo unspecified),0%,0%,6,-10%,-11%,-8%,-6%
COc1ccc(OC)c(Nc2cc(C)nc3ccc(C)cc23)c1,x,x,-13,x,x,-18%,-1%

# Brought forward from above: three entries, then new ones.
SMILES,LmPK inhibitor,AmpC inh detg,HCMV antiviral,Sm TGR block,AmpC inh no detg,AMA1 RON2 block,Tb PYK inh
COc1cccc(C2C(C(=O)Nc3ccccc3)=C(C)Nc3nnnn32)c1OC (stereo unspecified),x,10%,-100*,1%,x,x,0%
COc1c(C)cc(C(=O)C2CCCN(C(=O)c3cc4nc(C)cc(C)n4n3)C2)cc1C (stereo unspecified),0%,0%,6,-10%,-11%,-8%,-6%
COc1ccc(OC)c(Nc2cc(C)nc3ccc(C)cc23)c1,x,x,-13,x,x,-18%,-1%
O=C1CCc2cc(S(=O)(=O)N3CCN(c4ccccc4)CC3)cc3c2N1CCC3,x,u,-10,0%,-16%,0%,0%
CC(=O)c1cccc(NC(=O)COC(=O)c2ccccc2C)c1,-7%,u,u,-16%,-25%,7%,1%
C=CCC(O)(CC=C)CNC(=O)C1CCC(=O)N(CCCc2ccccc2)C1 (stereo unspecified),-2%,-5%,70,0%,42%,8%,-8%
Cc1cc(C)c(C2=NOC(O)(C(F)(F)F)C2)c(=O)[nH]1 (stereo unspecified),-7%,u,-38,7%,-7%,-6%,2%
COc1ccc2[nH]cc(CCNC(=O)c3ccco3)c2c1,x,-3%,4,-15%,-5%,-1%,1%
CCCCn1nnnc1C1(C)CCC(=O)N1Cc1cc(OC)ccc1OC (stereo unspecified),x,x,-8,x,x,1%,3%
CC(OC(=O)c1nsc(Cl)c1Cl)C(=O)NCCc1ccccc1 (stereo unspecified),-3%,1%,-16,1%,1%,9%,0%
CC1=NN(c2ccccc2)C(=O)/C1=C/C=C/C=C/N(C)C,-29%,u,-32,-9%,-29%,u,-28%
COc1ccc(C(=O)N=c2sc3cc(Cl)ccc3n2C)cc1,x,-6%,22,-4%,x,x,2%
Cc1ccc(C2=CC(c3c(F)cccc3Cl)n3ncnc3N2)cc1C (stereo unspecified),x,-5%,-6,-4%,x,x,-2%
COc1ccc(CCNc2nc(C)cc(C)c2C#N)cc1OC,5%,2%,-33,-1%,34%,-17%,-1%
Cc1cc(C)c(NC(=O)CN(C)C(C)C(=O)N2CCc3ccccc32)c(C)c1 (stereo unspecified),x,-5%,-8,-4%,96%[activator],-1%,-4%
CCOc1ccc(-n2c(C)nc3cc(C(=O)NCc4ccco4)ccc32)cc1,-1%,-2%,u,u,36%,-6%,3%
C#CCOCCOCCOCCNc1nc(N2CCN(C(=O)CCCCCCCCCCNC(=O)[C@H]([C@@H](C)CC)n3cc(CCCCN=C(N)N)nn3)CC2)nc(N2CCN(C(=O)CCCCCCCCCCNC(=O)[C@H](CCCCN)n3cc(C)nn3)CC2)n1,x,9%,x,40µM*,315%[activator],u,4%
COCCn1c(C(C)C)nc2sc3ccccc3c(=O)c2c1=O,5%,-4%,16,15%,-8%,1%,-13%
COc1ccc(CC(=O)NCCS(=O)(=O)N2CCN(c3ccccc3F)CC2)cc1OC,x,19%,-23,0%,x,x,0%
